# DNA FID counter: displaces DNA intercalator in HCV helicase counter-screen. DNA fluorescent intercalator displacement, fluorescence. inhibition, % at 7.9 µM. hit rate 0.17% among 290,000. AID 1845; in the data active means inhibition above about 37%;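 further: 0% = vehicle and 100% = reference compound; higher means more ethidium bromide displaced from hairpin DNA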
# MEKK3 PB1 HTS: modulators (inhibitors or enhancers) of MEK5 binding to human MEKK3 PB1 domain; AID 1529; hit rate 1.4% among 290,000; binding response (% of control), % at 10 µM; bead-based flow cytometry, Alexa488-MEK5 binding to MEKK3; actives lie on both sides; 0 = blocked by unlabeled MEK5, 100 = vehicle;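 active means binding response more than 3 SD above or below the average of its plate-row segment, actives on both sides; inconclusive means wells at one plate position flagged as instrument error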;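 further: Alexa488 bead fluorescence after subtracting the streptavidin-only scavenger bead signal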
# IDE cell activ: IDE (human) activation, cell-based; HEK cells, FAbeta-B cleavage, fluorescence polarization; 0% vehicle, 100% cell-free pure enzyme wells; activation, % at 5.96 µM; hit rate 0.073% among 340,000; AID 493087;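 active means activation above the mean of all tested compounds plus 3 SD, set per screening campaign, cut at about 17% in these data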
# Target sequence (P14735 whole entry, looked up): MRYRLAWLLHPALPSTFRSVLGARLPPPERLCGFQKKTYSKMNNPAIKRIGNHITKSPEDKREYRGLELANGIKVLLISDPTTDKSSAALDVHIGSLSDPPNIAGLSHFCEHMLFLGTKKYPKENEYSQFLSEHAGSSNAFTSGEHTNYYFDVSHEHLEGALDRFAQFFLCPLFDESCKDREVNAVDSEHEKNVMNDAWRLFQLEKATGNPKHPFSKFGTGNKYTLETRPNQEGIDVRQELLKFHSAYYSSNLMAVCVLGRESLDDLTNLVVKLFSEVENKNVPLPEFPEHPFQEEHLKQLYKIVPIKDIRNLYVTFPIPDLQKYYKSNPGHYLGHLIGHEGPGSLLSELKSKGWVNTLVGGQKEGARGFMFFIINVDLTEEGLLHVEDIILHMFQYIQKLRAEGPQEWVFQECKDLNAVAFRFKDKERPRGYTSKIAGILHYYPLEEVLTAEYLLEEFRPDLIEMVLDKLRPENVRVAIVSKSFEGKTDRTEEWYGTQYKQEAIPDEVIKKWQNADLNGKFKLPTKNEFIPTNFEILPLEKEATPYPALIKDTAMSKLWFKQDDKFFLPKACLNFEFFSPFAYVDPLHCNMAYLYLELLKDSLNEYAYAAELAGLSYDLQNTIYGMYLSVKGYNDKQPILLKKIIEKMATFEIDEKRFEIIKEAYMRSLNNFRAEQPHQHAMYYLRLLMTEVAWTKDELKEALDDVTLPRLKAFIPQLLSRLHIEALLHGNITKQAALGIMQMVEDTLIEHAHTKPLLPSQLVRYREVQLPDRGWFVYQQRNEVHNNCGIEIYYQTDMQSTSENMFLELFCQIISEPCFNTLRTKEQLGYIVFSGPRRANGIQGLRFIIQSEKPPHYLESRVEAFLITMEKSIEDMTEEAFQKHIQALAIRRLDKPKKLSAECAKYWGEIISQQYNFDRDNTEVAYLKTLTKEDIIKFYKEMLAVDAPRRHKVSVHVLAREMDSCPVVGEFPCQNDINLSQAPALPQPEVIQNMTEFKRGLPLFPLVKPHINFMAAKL
# NS3 helicase inh: inhibitors of Hepatitis C virus NS3 helicase. NS3 helicase DNA unwinding, Cy5 molecular beacon fluorescence. inhibition, % at 10.9 µM. hit rate 0.56% among 290,000;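 active means inhibition above the mean of all tested compounds plus 3 SD, set per campaign, cut at about 35% in these data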;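 further: 0% = DMSO wells and 100% = thioflavine S control wells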
#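 test system = hepatitis C virus NS3 helicase domain fragment enzyme | reagent = annealed dual-labelled DNA beacon duplex, ATP-started | times = 1 h at 25 °C | detection = Cy5 fluorescence, 0 and 60 min reads | read-out basis = percent inhibition from t60/t0 fluorescence ratio | control set = DMSO and thioflavine S | replication = one well per compound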
# SUMO HTRF inh: blocks human SUMOylation mediated by UBC9; inhibition, % at 35 µM; AID 2006; HTRF SUMOylation assay, SAE1/SAE2 + UBC9, in vitro; hit rate 0.36% among 290,000; P63279; in the data active means inhibition above about 50%, passing the limit was not always enough; inconclusive means no clear call, values can overlap the other calls; further: strong numbers were not always called active
# IMP-1 inhibitor: inhibitors of Pseudomonas aeruginosa IMP-1 metallo-beta-lactamase; hit rate 0.45% among 290,000; AID 1556; purified IMP-1, nitrocefin hydrolysis, epi-absorbance fluorescence; inhibition, % at 5.6 µM;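 active means inhibition above the mean plus 3 SD of all compounds in the same screening run, cut at about 4.5% in these data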;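 further: 0% = IMP-1 with DMSO and 100% = DMSO wells lacking enzyme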
#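 Material – recombinant IMP-1 enzyme, purified · Amount – IMP-1 0.2 nM before substrate addition · Medium – HEPES buffer pH 7.1 with ZnSO4 and Brij 35 · Timing – 25 °C, 15 min preincubation, 25 min reaction · Measured by – plate fluorescence quenching by hydrolysis product, ex 480/em 530 nm · Read-out – percent enzyme inhibition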
# PHOSPHO1 inh: inhibitors of human PHOSPHO1 phosphatase; recombinant PHOSPHO1, absorbance phosphatase assay; inhibition, % at 13.3 µM; hit rate 1.1% among 290,000; AID 1565; in the data active means inhibition above about 60%
# p-CIP stab down: compounds decreasing mouse p/CIP protein stability; decrease of EGFP signal, % at 10 µM; F442A p/CIP-EGFP cells, EGFP fluorescence, 16 h; Q05BA5; hit rate 0.01% among 290,000;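 active means EGFP signal decrease of at least 30% at 10 µM or well 3 SD below plate mean, unless failing retest; inactive means the rest, including hits failing retest or dose response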; further: some compounds called inactive have numbers as strong as hits; many of its hits are not listed in these tables
# VIM-2 inh: inhibitors of Pseudomonas aeruginosa VIM-2 metallo-beta-lactamase | purified VIM-2, nitrocefin hydrolysis, epi-absorbance fluorescence | inhibition, % at 5.6 µM | hit rate 0.89% among 290,000 | AID 1527;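 active means inhibition above the mean of all tested compounds plus 3 SD, cutoff set per screening run, cut at about 7.5% in these data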;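 further: red hydrolysis product quenches plate fluorescence so inhibitors raise well fluorescence; 0% = enzyme with DMSO and 100% = DMSO without enzyme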
# The depositor's hits bear a star; ? = inconclusive; . = no result given.
SMILES,DNA FID counter,MEKK3 PB1 HTS,IDE cell activ,NS3 helicase inh,SUMO HTRF inh,IMP-1 inhibitor,PHOSPHO1 inh,p-CIP stab down,VIM-2 inh
CCN(CC)C(=O)c1cn(CC)c(=O)c2cc(OC)c(OC)cc12,-5,107,2,-2,0,-0.5,59,9,0.0
COc1ccc(OC)c(-n2c(=S)[nH]c3cc(C(=O)NCCCN4CCCC4=O)ccc3c2=O)c1,-18,.,.,18,7,-0.2,2,-2,-0.8
Cc1ccc(N2CC(C(=O)OCc3ccccc3F)CC2=O)cc1 (stereo not given),-27,107,8,-11,-9,-0.8,-3,7,-4.4
COc1cc(C(=O)NC(=S)Nc2ccc(Cl)cn2)cc(OC)c1OC,-37,101,-6,4,5,-2.4,7,2,-3.0
COc1ccc(NC(=S)NNC(=O)OC(C)(C)C)cc1OC,-5,100,9,5,11,-3.3,15,-4,-0.8
CC(C)n1cc(CN2CCCC(C(=O)Nc3cccc(-c4cc5ccccc5[nH]4)c3)C2)cn1 (stereo not given),32,104,4,-33,-12,-0.3,-11,2,-1.5
N#CC1(Cc2ccc(Cl)cc2)c2ccccc2C=CN1C(=O)c1ccccc1 (stereo not given),-5,101,4,-1,-10,-3.1,35,-7,-1.9
Nn1c(Cc2cccc3ccccc23)nnc1SCc1ccccc1Cl,-24,101,-1,-12,-25,-2.6,37,-2,-0.8
Cc1ccc(S(=O)(=O)N(CC(=O)O)Cc2ccco2)cc1,-4,104,4,16,4,0.0,28,-1,-0.4
COc1ccc([C@H]2[C@H](C(=O)C(C)(C)C)N3N=Cc4ccccc4C3C23C(=O)OC(C)(C)OC3=O)cc1 (stereo not given in full),-16,92,3,8,8,-1.6,23,2,1.1
COC(=O)c1cccc(NC(=O)c2ccccc2)c1,0,94,1,-1,7,-2.5,6,-12,-3.7
CSc1ccc(CN(C)CC(=O)Nc2c(F)cccc2F)cc1,20,106,-2,-2,2,-1.8,-4,-15,-2.9
CCc1c(C)nc(N)nc1Cl,3,92,-1,-6,6,-2.5,9,-11,-2.4
CC(=O)c1cc(CN2CCN(C3CCCCC3)C(CCO)C2)cs1 (stereo not given),-5,92,5,0,-2,-2.1,43,6,-1.8
C/C(=N\NC(=S)NCc1ccccc1)c1ccc2ccccc2c1OC(F)F,-26,123,2,25,9,-3.8,18,-1,-2.5
COc1ccccc1NC(=O)N1CCCC1C(=O)NCc1ccc(F)cc1 (stereo not given),-8,100,2,4,1,-3.0,2,-5,-4.2
CCOC(=O)c1sc2nc(CSc3ccccc3Cl)[nH]c(=O)c2c1C,0,101,7,-9,8,-3.1,53,-12,-1.3
Cc1cc(=O)oc(C)c1C(=O)NCCN1CCOCC1,0,98,8,6,30,-2.6,13,4,-2.0
CCOCc1cc(CN2CCC(CCC(=O)NC3CC3)CC2)ccc1OC,-2,104,1,10,-19,-2.2,.,6,-1.6
O=C(Nc1ccncc1)c1ccc2c(c1)C(=O)N(C1CCCCC1)C2=O,2,99,-3,5,-1,-4.6,28,3,-6.1
CCCNC(=O)Cc1c(C)n(C(=O)c2ccc(Cl)cc2)c2ccc(OC)cc12,-34,94,2,-12,-11,-1.0,28,0,0.1
O=C(CNC(=O)c1ccco1)N=Nc1c(O)[nH]c2ccc([N+](=O)[O-])cc12,4,99,1,0,2,-2.6,4,6,0.1
CCOc1ccc(Nc2cc(=O)[nH]c(=O)[nH]2)cc1,0,105,5,3,15,-2.7,29,-9,0.5
COc1ccnc(N2CCN(c3ccccc3)CC2)c1C#N,-8,102,2,-4,10,-2.6,3,2,-2.9
Nc1ccc(Oc2ccc3c(c2)C(=O)N(CC2CCCO2)C3=O)cc1 (stereo not given),-9,103,8,10,1,-4.0,43,-9,-1.8
COc1ccccc1NC(=O)Cn1c(CN2CCCCC2)nc2ccccc2c1=O,-5,103,0,-9,16,-2.6,27,6,-2.3
Cc1ccc2nc(Nc3ccc(C)c(Cl)c3)c3nncn3c2c1,-12,100,0,3,21,-4.8,20,-18,-3.5
Cc1ccc(C)c(OC2=NS(=O)(=O)c3ccccc32)c1,4,97,2,8,12,-2.2,24,-9,-2.3
COc1cc(Cl)cc(C(c2c(C(=O)O)[nH]c3ccccc23)c2c(C(=O)O)[nH]c3ccccc23)c1O,-9,102,-1,-48,15,-2.5,.,1,-1.6
O=C(NCc1nc2ccccc2[nH]1)C1=C[C@@H](C2CCCCC2)C[C@@H](OCc2ccc(CO)cc2)O1,-13,98,7,0,-2,0.3,-16,-2,-1.6
COc1ccc(C)cc1NC(=O)COCC(=O)O,4,100,2,-9,-12,-0.2,14,4,-0.9
COc1ccc(C2(NC(C)=O)CCN(C(=O)c3ccco3)CC2)cc1,2,.,0,-8,-13,-2.0,10,-5,-0.3
CC(=O)Nc1ccc(NS(=O)(=O)Cc2ccccc2)cc1,0,119,2,-11,10,-0.2,13,-8,-0.8
Cc1ccc(NC(=O)CCn2c(=O)c3cccn3c3ccccc32)c(C)c1,-33,102,4,1,13,-2.3,44,-11,-1.6
CC1CC2(C)Oc3ccccc3C3OCC1(CO)C(C)C32 (stereo not given),-6,104,-5,-6,13,-3.4,-3,-30,-1.8
O=C1CSC(=Nc2cccc(Cl)c2Cl)N1,2,107,-2,-6,5,1.3,29,-3,0.8
Cc1ccccc1-n1c(=O)c2ccccc2n2c(=O)[nH]nc12,2,105,4,5,6,-1.2,10,9,-3.2
O=C(CCS(=O)(=O)c1ccccc1)Nc1ccc(-c2nc3ccccc3s2)c(O)c1,4,101,3,2,?,-3.0,-10,-8,-3.8
O=C(Nc1ccc(S(=O)(=O)Nc2ncccn2)cc1)C(F)(F)F,0,105,3,-5,16,-2.0,14,0,-2.4
CCc1ccc(C2=CSC3=NCCN23)cc1,-5,103,6,-3,27,-2.1,33,-13,0.9

# Arranged by SMILES length (high to low): four of the compounds above.
SMILES,DNA FID counter,MEKK3 PB1 HTS,IDE cell activ,NS3 helicase inh,SUMO HTRF inh,IMP-1 inhibitor,PHOSPHO1 inh,p-CIP stab down,VIM-2 inh
Cc1ccc(NC(=O)CCn2c(=O)c3cccn3c3ccccc32)c(C)c1,-33,102,4,1,13,-2.3,44,-11,-1.6
CC(=O)Nc1ccc(NS(=O)(=O)Cc2ccccc2)cc1,0,119,2,-11,10,-0.2,13,-8,-0.8
CC1CC2(C)Oc3ccccc3C3OCC1(CO)C(C)C32 (stereo not given),-6,104,-5,-6,13,-3.4,-3,-30,-1.8
O=C1CSC(=Nc2cccc(Cl)c2Cl)N1,2,107,-2,-6,5,1.3,29,-3,0.8

# Pulled one by one from the list above:
SMILES,DNA FID counter,MEKK3 PB1 HTS,IDE cell activ,NS3 helicase inh,SUMO HTRF inh,IMP-1 inhibitor,PHOSPHO1 inh,p-CIP stab down,VIM-2 inh
CC(=O)Nc1ccc(NS(=O)(=O)Cc2ccccc2)cc1,0,119,2,-11,10,-0.2,13,-8,-0.8
Cc1ccc(NC(=O)CCn2c(=O)c3cccn3c3ccccc32)c(C)c1,-33,102,4,1,13,-2.3,44,-11,-1.6
CC1CC2(C)Oc3ccccc3C3OCC1(CO)C(C)C32 (stereo not given),-6,104,-5,-6,13,-3.4,-3,-30,-1.8
O=C(Nc1ccc(S(=O)(=O)Nc2ncccn2)cc1)C(F)(F)F,0,105,3,-5,16,-2.0,14,0,-2.4
Cc1ccccc1-n1c(=O)c2ccccc2n2c(=O)[nH]nc12,2,105,4,5,6,-1.2,10,9,-3.2
CCc1ccc(C2=CSC3=NCCN23)cc1,-5,103,6,-3,27,-2.1,33,-13,0.9

# Additional records.
SMILES,DNA FID counter,MEKK3 PB1 HTS,IDE cell activ,NS3 helicase inh,SUMO HTRF inh,IMP-1 inhibitor,PHOSPHO1 inh,p-CIP stab down,VIM-2 inh
COc1ccc(-c2cc(C(=O)NCCN3CCOCC3)c3ccccc3n2)cc1,-1,110,3,-5,42,-0.2,11,-7,0.3
O=C(CCC1CCCN(C(=O)c2ccsc2)C1)N1CCN(c2ccccn2)CC1 (stereo not given),-31,92,-4,1,11,-1.4,-31,-4,-3.0
CNCC(O)COc1cccc(OC)c1 (stereo not given),5,97,-3,-16,-3,-1.0,-35,-8,1.2
C/C(=N\Nc1nc(C)cc(-c2ccccc2)n1)c1cccc(N)c1,-13,101,3,-15,-1,-2.0,-3,-4,-1.3
Cc1ccc(NC(=S)N2CCOCC2)c(C)c1,1,104,6,9,17,-3.9,4,-22,-4.7
Cc1ccnc2nc(C(=O)Nc3nnc(-c4ccccc4)o3)nn12,-4,96,3,3,4,-2.2,21,7,-1.7
O=C(N/N=C/c1cc(Br)cc([N+](=O)[O-])c1O)c1ccc(NC(=O)c2ccc(F)cc2)cc1,-20,100,4,37*,-19,-6.8,-1,3,-2.7
CSc1ccccc1NS(=O)(=O)c1ccccc1,2,100,7,-5,-4,-2.6,9,-3,-0.7
CN(Cc1ccccc1)C(=O)CN(C1CCCCC1)S(C)(=O)=O,-14,105,8,3,4,-6.4,7,-11,0.2
Cc1cc(Cl)ccc1OCC(=O)Nc1nc(-c2cccs2)cs1,-6,104,-1,-8,-10,-2.8,28,-10,-1.8
Cc1nc2sc(C(c3cccs3)N3CCOCC3)c(O)n2n1 (stereo not given),-1,104,3,-2,3,-0.7,-12,-4,-4.1
CCCCS(=O)CC(COC)OC(=O)c1ccccc1 (stereo not given),-5,95,-1,7,11,-0.1,28,22,-2.1
COc1ccc(C)cc1NC(=O)c1nn(C)c(C(=O)Nc2cc(C)ccc2OC)c1[N+](=O)[O-],-16,103,6,-14,-2,-3.0,24,-6,-1.2
O=C(c1ccccc1Cl)N(Cc1ccc(Cl)c(Cl)c1)N1C(=O)CCCC1=O,-23,103,2,-4,20,-4.5,41,-5,-1.4
CC(C)(C)C(=O)Nc1cc(S(=O)(=O)Nc2ccc(Cl)cc2)ccc1O,-10,105,6,7,2,-1.9,2,12,-3.0
Cc1nn(C)c(C)c1S(=O)(=O)N1CCCC(C(=O)NCCc2ccc(Cl)cc2)C1 (stereo not given),-11,105,-1,-1,8,-4.4,22,-13,-3.3
COc1ccc(CNC(=O)c2nnn(Cc3ccc(OC)cc3)c2N)cc1,-12,94,2,-4,8,-3.6,2,8,-5.0
CCCCN(CC)C(=O)c1cc2c(=O)n3cccc(C)c3nc2s1,-23,106,1,2,31,-1.3,36,-3,12*
O=c1nc2s/c(=C\c3ccco3)c(=O)n2nc1Cc1ccccc1,-6,95,-5,46*,52,-1.9,-7,-10,-0.8

# Compound activity deposited in PubChem BioAssay by several laboratories.

# These rows are one share of the data, so the mix of outcomes need not match the whole.
